# Assay outcomes deposited in PubChem by National Center for Advancing Translational Sciences (NCATS).
# Pf Dd2 growth – blocks in vitro growth of P. falciparum Dd2 | AID 1347417 | hit rate 4.3% among 120,000 | P. falciparum Dd2 growth, SYBR Green, 72 h | Potency, µM (doses to about 28.9 µM), for inactives: at the highest dose activity, negative = inhibition, hits mostly inhibitors; active = well fitted inhibition curve with a large enough effect; inconclusive = small, poorly fitted or top-dose-only effect; inactive = no such curve, though single readings can be large or run the other way;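 note: plate controls were DMSO vehicle for no effect and reference drug for full effect; nearly all actives have a fitted effect of over 65% in size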
#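 Readout: SYBR Green fluorescence, 485 nm excitation, 535 nm emission, after ~16 h lysis at 37C. Before that, Dd2-infected red cells (2.5% hematocrit) grew 72 h with compound, 29 uM top final concentration.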
# Active calls of the source: *; i = inactive; ? = inconclusive; [ ] = another dose, or the depositor's remark. Potency is the fitted concentration of half-maximal effect. The list is partial. The share of hits here may be higher or lower than overall.
SMILES,Pf Dd2 growth
COc1ccc(C(=O)NC2CCCN(c3cc(-c4ccccc4)[nH]n3)C2)cc1OC (stereo not given),-18.8%
CSCCC(=O)N1CCC2(CC1)CC(c1ccccc1)C(=O)N2C (stereo not given),-7.0%
O=C1CCN(S(=O)(=O)c2ccccc2)CCCC(C(=O)NCc2cc(F)cc(F)c2)CCN1 (stereo not given),?
CN1c2cc(C(=O)N3CCN(C4CCCCC4)CC3)ccc2C(=O)N2CCCCC21 (stereo not given),-9.1%
CC1CCc2c(sc3nc(-c4cc5ccccc5oc4=O)nc(Cl)c23)C1 (stereo not given),11.2%
CC(C)NC(=O)N1CCCC(c2nc(C(C)C)no2)CCNC(=O)CC1 (stereo not given),i
CCOC(=O)c1c(C)[nH]c(C)c1S(=O)(=O)N1CCC(C(=O)NCc2cccc(OC)c2)CC1,30.1%[activator]
Cc1nc2cc(C(=O)N3CC[C@@](C)(O)[C@@H](O)C3)ccc2s1,-1.1%
COc1ccccc1-c1nc(C(=O)NCCc2ccc(Cl)cc2)n2ccncc12,?
CCc1ccc(N(CC)C(=O)CCn2cnc3onc(-c4ccc(F)cc4)c3c2=O)cc1,?

# Given with each value named: part of the list above.
> O=C1CCN(S(=O)(=O)c2ccccc2)CCCC(C(=O)NCc2cc(F)cc(F)c2)CCN1 (stereo not given)
  Pf Dd2 growth: ?
> CN1c2cc(C(=O)N3CCN(C4CCCCC4)CC3)ccc2C(=O)N2CCCCC21 (stereo not given)
  Pf Dd2 growth: -9.1%
> CC1CCc2c(sc3nc(-c4cc5ccccc5oc4=O)nc(Cl)c23)C1 (stereo not given)
  Pf Dd2 growth: 11.2%

# Later entries.
SMILES,Pf Dd2 growth
COc1ccc(CN2C(=O)COC[C@@H]2[C@H](O)c2ccc(NC(=O)CC(C)(C)C)cc2)cc1,?
Cc1ccnc(NC(=O)C2CC(=O)N(c3n[nH]c4ccccc34)C2)c1 (stereo not given),-21.0%
Cc1ccncc1C(=O)N1[C@@H]2CC[C@H]1CC(NC(=O)c1ccc(F)cc1)C2 (stereo not given in full),-7.8%
O=S(=O)(Nc1ccc(F)c(Cl)c1)c1ccc(Br)s1,-8.0%
CN(C)C[C@@H]1CN(Cc2ccccc2)C[C@H]1NC(=O)C1CCC1,-7.3%
CCc1ccc(OCC(=O)Nc2cc3oc4ccccc4c3cc2OC)c(Br)c1,i
COc1ccc(CC2CCOC3(CCN(C(=O)CC(C)C)CC3)C2)cc1 (stereo not given),-20.2%
Cn1cc(S(=O)(=O)c2cccc(Cl)c2)c(=O)c2cc(F)c(N3CCCCC3)cc21,5.0%
O=C(Nc1cccc(F)c1)C1CCN(S(=O)(=O)c2cccc3nsnc23)CC1,10.3%
O=C1NCCOCCN(C(=O)c2ccc3ccccc3n2)[C@H]2CCC[C@@H]12,23.0%
Cc1cc(C)c(NC(=O)Cc2ccc(-n3c(C)nc4cccnc43)cc2)c(C)c1,?
COc1cc(-c2noc(CN3CCN(c4cccc(Cl)c4)CC3)n2)cc(OC)c1OC,-9.0%
O=C(N[C@@H]1CN[C@H](CO)C1)C1CC1,72.0%[activator]
Cc1ccc(O[C@H]2CCOC[C@H]2NC(=O)C2CCS(=O)(=O)CC2)cn1,-9.6%
COc1ccc(-n2nc(C3CCN(C(=O)c4ccc(C(F)(F)F)cc4)CC3)[nH]c2=O)cc1,-13.1%
O=C(C1CCCC1)N1CC2(CCN(C3COC3)C2)OCc2ccccc21 (stereo not given),-27.8%
CCS(=O)(=O)c1ncc(Cl)c(C(=O)N(Cc2ccccc2)c2ccc(OC)cc2)n1,-23.8%
Cc1cc(=O)oc2c3c(ccc12)OCN(Cc1ccccc1Cl)C3,?
Cc1oc2c(c1C(=O)NCCCN1CCCC1=O)CN(Cc1cccc(F)c1)CC2,?
CCNC(=O)N1CC(Oc2ccccc2-c2nc(-c3cnccn3)no2)C1,-25.5%

# Reformatted: results already given.
> CCS(=O)(=O)c1ncc(Cl)c(C(=O)N(Cc2ccccc2)c2ccc(OC)cc2)n1
  Pf Dd2 growth = -23.8%
> Cc1cc(=O)oc2c3c(ccc12)OCN(Cc1ccccc1Cl)C3
  Pf Dd2 growth = ?

# (continued)
SMILES,Pf Dd2 growth
Cc1cccc(NC(=O)c2nnn(CC(=O)Nc3ccc(C(C)C)cc3)c2N)c1C,-5.2%
Cc1ccc2nc(N(Cc3cccnc3)C(=O)CCS(=O)(=O)c3ccccc3)sc2c1,i
O=C(NC1CCCCCC1)c1ccc2nccn2c1,-7.0%[44.1 µM]
CC(C)CC(=O)NCC(c1ccc2c(c1)OCO2)N1CCN(c2ccccc2F)CC1 (stereo not given),?
CCCOc1ccc(CN(C(=O)c2cc(=O)c3ccc(C)cc3o2)C2CCS(=O)(=O)C2)cc1 (stereo not given),?
Cc1cccc2c(=O)cc(CSc3ccccc3NC(=O)c3cccc(Br)c3)[nH]c12,i
CN1C(=O)CCCCC1C(=O)NCC1CCCCC1 (stereo not given),12.0%
O=C1CCCCN1CC(=O)N1CCCC(Nc2ccccc2)C1 (stereo not given),-3.8%
CCc1ccc(C(=O)Nc2cccc(-c3nc4cc(C(C)C)ccc4o3)c2)cc1,-4.8%
COc1ccc2c(c1)CC(C(=O)NCCN1CCN(c3ccccc3F)CC1)CO2 (stereo not given),110.8%[activator][5.79 µM]

# Overlap with the part before: 2 compounds, followed by the next part.
SMILES,Pf Dd2 growth
CCc1ccc(C(=O)Nc2cccc(-c3nc4cc(C(C)C)ccc4o3)c2)cc1,-4.8%
COc1ccc2c(c1)CC(C(=O)NCCN1CCN(c3ccccc3F)CC1)CO2 (stereo not given),110.8%[activator][5.79 µM]
O[C@@H]1CC(CNC2CCC2)(COc2cccnc2)C[C@@H]1O (stereo not given in full),-12.0%[44.1 µM]
CCCCN1C(=O)[C@@H]2C[C@@H](O)CN2C2(CN(Cc3ccncc3)C2)C1=O,7.5%[44.1 µM]
O=C(Cc1cccc(F)c1)N1[C@H]2CC[C@@H]1c1cnc(-c3ccc(F)cc3)nc1C2,i
Cc1noc(C)c1[S+](=O)([O-])N1CCC2(C1)N=C(c1ccncc1)C(=O)N2 (stereo not given),4.9%
CN(Cc1ccc2nonc2c1)Cc1cc2n(n1)CCN(S(C)(=O)=O)C2,?
COC(=O)c1ccccc1NC(=O)Cn1c(=O)n(CCCC(=O)NCc2ccccc2OC)c(=O)c2ccccc21,-23.6%
COc1ccc(C(=O)Nc2ccnn2C2CCN(C(C)=O)CC2)cc1,4.6%
CC(C)c1ccc(NC(=O)C2CCN(c3nc(-c4ccc(C(C)C)cc4)no3)CC2)cc1,?
COc1ccc2c(c1)c(CN1CC[C@H](CO)[C@H](N(C)C)C1)cn2C(C)C,-5.3%
CCOc1ccc(NC(=O)C2CC(=O)N(c3n[nH]c4cccc(F)c34)C2)cc1 (stereo not given),5.4%
COC(=O)c1cc2sc(C)cc2n1Cc1nc(-c2ccc(C)cc2)oc1C,1.5%
Cc1nn(C)c2c1c(-c1ccccc1)cc(=O)n2Cc1ccc(Br)cc1F,28.3%
COC(=O)N1CCn2c(nnc2-c2ccccc2)C1,-14.0%[44.1 µM]
Cc1ccc(C(=O)Nc2ccc3c(N4CCCCC4)ncnc3c2)cc1F,6.31µM*
Cc1cccc(CC(=O)N2CC(F)(F)C[C@H]2c2nnc(C3CC3)o2)c1,2.2%
CN1C(=O)C(c2ccccc2)CC12CCN(C(=O)C1CCC(O)CC1)CC2 (stereo not given),-11.6%
COc1ccccc1NC(=O)N1CCC(Oc2ncccc2C(=O)N2CCOCC2)C1 (stereo not given),16.6%
O=C(CCCCn1c(=O)c2ccccc2n(CC(=O)Nc2ccc(F)cc2F)c1=O)NCc1ccccc1Cl,23.3%
CCN(CC)S(=O)(=O)c1ccc2c(c1)N(CC(=O)Nc1ccc(F)cc1F)C(=O)C1CCCN21 (stereo not given),?
N#Cc1ccccc1CN1CCCC(c2nc(-c3cccnc3)no2)CCNC(=O)CC1 (stereo not given),-5.4%
CCn1cc(CN2CCC3(CCC3OC)CC2)cn1 (stereo not given),-24.4%
Cc1ccc2onc(CNC(=O)NCc3ccccc3)c2c1,-2.4%
O=C(Cn1nc2c(cc1=O)CCCC2)N1CCCC1,-24.1%
O=C(CN1N=C(c2ccccc2)CCC1=O)NCc1ccc(F)cc1Cl,42.8%
C[C@]1(CO)[C@H]2Cc3sc(NC(=O)c4ccc(F)cc4)nc3[C@@H](CC(=O)O)[C@]2(C)CC[C@H]1O,-23.9%
CC(=O)Nc1ccc(C(=O)NC2CCN(c3cc(-c4ccc(F)cc4)[nH]n3)C2)cc1 (stereo not given),-24.4%
Cc1nnc(N2CCCC(C(=O)Nc3ccccc3C(F)(F)F)C2)c2nn(-c3ccccc3)c(C)c12 (stereo not given),?
O=C1COCCN1C1CCN(Cc2ccccc2)CC1,4.6%[44.1 µM]
COc1ccc(Cn2c(CN(C)S(C)(=O)=O)n[nH]c2=O)cc1,-6.1%
Cc1ccc(-c2cn(-c3ccc(Cl)cc3)c(S(=O)(=O)CC(=O)Nc3ccccc3)n2)cc1,?

# In a second layout: results already given
structure | Pf Dd2 growth
CCn1cc(CN2CCC3(CCC3OC)CC2)cn1 (stereo not given) | -24.4%
Cc1ccc2onc(CNC(=O)NCc3ccccc3)c2c1 | -2.4%

# Going on with the list.
SMILES,Pf Dd2 growth
O=C(CCc1ccccc1)N1CCCC(c2nn[nH]n2)C1 (stereo not given),28.5%
COc1cc2c(cc1Oc1ccccc1)NC(=O)C21CCN(c2nc(C)cc(C)n2)CC1,?
COc1ccc([C@H]2C[C@@H](O)[C@@H](O)[C@@H]2NC(=O)c2c(C)noc2C)cc1,36.2%[activator][44.1 µM]
COc1ccc(N2CCN(CCCNC(=O)c3ccc4nc(N5CCCCC5)sc4c3)CC2)cc1,7.3%
COC(=O)CCc1sc(Nc2ccc(OC)cc2)nc1-c1ccc(OC)cc1,-3.0%
O=C1c2cnc(-c3ccccc3C(F)(F)F)nc2OCCN1Cc1ccccc1,i
COc1ccc(NC(=O)N2CCCC2c2nc(C3CCOCC3)no2)cc1 (stereo not given),-22.8%
CNC(=O)[C@@H]1C[C@H](Oc2ccccc2)CN1C(=O)c1ccc2ncccc2c1,i
Cc1nc(N2CCN(C(=O)Cc3cccs3)CC2)cc(C(F)(F)F)n1,i
CCCCS(=O)(=O)NC1CCc2nn(CC3CC3)c(=O)n2CC1 (stereo not given),i
C=CCNC(=O)N[C@H]1CCN2C(=O)c3cc(-c4ccccc4F)ccc3NC(=O)[C@@H]2C1,-6.0%[44.1 µM]
CCc1ccc(-n2nc(CO)c(C(=O)NCC(c3ccccc3)c3ccccc3)n2)cc1,-5.6%
Cn1cc(CNc2ccc(-c3nc(-c4cccc(C(F)(F)F)c4)no3)cn2)cn1,i
C=CCn1cc2c3c(cccc31)[C@H](CC(C)C)N[C@H](C(=O)NCCOC)C2,?
CCOC(=O)c1ccccc1NC(=O)CSc1nc(=O)[nH]c2c1CCC2,i
O=C1c2c(nc(COc3ccc(Cl)cc3)n2Cc2ccccc2)NCCN1CC1CCOCC1,-14.5%
COc1ccc(Cn2ccc3nc(C)c(C(=O)NCc4ccc(OC)cc4OC)cc3c2=O)cc1,-28.8%
C[C@]1(CO)[C@H]2Cc3sc(NC(=O)c4ccc(F)cc4)nc3[C@@H](CC(=O)NC3CCCCC3)[C@]2(C)CC[C@H]1O,-10.0%
CCOc1ccccc1NC(=O)CSc1nccn1Cc1ccc(F)cc1,48.0%[activator]
CCCc1noc(-c2cccn3c(CNC(=O)C4CC4)nnc23)n1,-9.2%
COc1cc(NC(=O)c2cccc(F)c2)ccc1NC(=O)c1cc2ccccc2o1,5.6%
COc1ccc(-c2csc3ncnc(Nc4cccc(OC)c4)c23)cc1,i
O=C(CCn1cnc2ccccc2c1=O)N1CCCC(Nc2ccccc2)C1 (stereo not given),1.9%
Cc1cn2nc(C(=O)NCc3ccc(F)cc3F)cc2c(N2CCCC2)n1,-16.9%
Cc1c(C(C)NC(=O)c2ccc(=O)[nH]c2)cnn1-c1cccc2ccccc12 (stereo not given),13.8%
O=C(NCCc1ccccc1)N1CCCC(c2nc(CCOc3ccc(F)cc3)no2)C1 (stereo not given),i
O=C(Cn1ccn2nc(-c3ccc(F)cc3)c(CO)c2c1=O)Nc1ccc(F)cc1F,4.7%
Cc1cccc(C(=O)N2C[C@@H](CO)[C@H](N(C)C)C2)n1,29.2%
CCS(=O)(=O)N1CC(F)(F)C[C@H]1c1nc(CCOC)no1,?
Cc1cc(C[C@@H]2COC[C@@H]2NC(=O)c2cc3cc(F)ccc3n2C)on1,-6.6%
O=S(=O)(c1ccccc1)N1CCCC(Cc2noc(-c3cccnc3)n2)C1 (stereo not given),i
Cc1cccnc1CN1CCN(c2ncncn2)CC1,7.9%
COc1ccc(C2Cn3cnc(-c4nc(-c5ccc(OC)cc5OC)no4)c3CO2)cc1 (stereo not given),?
COC(=O)CNC(=O)N1CCC(N2C(=O)C(OCC3CC3)C23CCCCC3)CC1 (stereo not given),-17.4%
O=C(Cn1c(=O)nc(-c2ccccc2)c2cc(Cl)ccc21)NCCCc1ccccc1,17.6%
COc1ccc(C(=O)Nc2noc3ccccc23)cc1,6.2%
Cn1c(=O)c2c(SCC(=O)Nc3ccccc3C(F)(F)F)nc(C3CCCC3)nc2n(C)c1=O,53.5%[activator][0.594 µM]
CCc1cc2c(cc3c(=O)n(CC(=O)N4CCN(c5cc(Cl)ccc5C)CC4)ncn32)s1,10.6%
O=C(CCCCn1c(=O)[nH]c2ccsc2c1=O)N1CCN(c2cccc(C(F)(F)F)c2)CC1,?
c1ccc(-n2cc(CN(Cc3ccccn3)CC3CCCO3)nn2)cc1 (stereo not given),-5.2%
CC(C)c1cccc(NC(=O)c2cc3n(n2)CC(c2ccc4c(c2)OCO4)OC3)c1 (stereo not given),i
CCOC(=O)N1CCC(NC(=O)c2ccc3c(c2)N(Cc2cccc(C)c2)C(=O)c2ccccc2S3(=O)=O)CC1,11.2µM*
